MBD2 DNA inh = MBD2-methylated oligo binding inhibition; AID 686964; inhibition, % at 4.4 µM; hit rate 0.31% among 370,000; TR-FRET, MBD2 binding to methylated oligonucleotide; Q9UBB5; in the data active means inhibition above about 13%
Target sequence (Q9UBB5 whole entry, looked up): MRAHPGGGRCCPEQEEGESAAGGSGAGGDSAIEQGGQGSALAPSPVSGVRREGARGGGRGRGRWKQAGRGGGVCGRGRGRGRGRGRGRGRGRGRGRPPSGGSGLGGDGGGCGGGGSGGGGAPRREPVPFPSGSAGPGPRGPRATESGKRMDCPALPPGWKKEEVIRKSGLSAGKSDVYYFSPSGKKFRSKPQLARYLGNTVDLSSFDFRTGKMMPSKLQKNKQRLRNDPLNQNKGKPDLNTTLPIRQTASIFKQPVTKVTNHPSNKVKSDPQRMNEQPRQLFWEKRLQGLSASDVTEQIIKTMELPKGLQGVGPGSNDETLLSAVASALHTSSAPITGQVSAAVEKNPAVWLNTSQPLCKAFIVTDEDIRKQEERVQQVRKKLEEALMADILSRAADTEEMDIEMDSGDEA
ABHD4 inh = ABHD4 (mouse) inhibition, primary FP screen. Q8VD66. purified mABHD4, FP-Rh probe fluorescence polarization. inhibition, % at 8.92 µM. hit rate 0.54% among 370,000. AID 720543;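 active means inhibition exceeding the mean over every tested compound plus 3 SD, cut at about 30% in these data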;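 further: 0% = plate median of compound wells and 100% = S159A mutant with DMSO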
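Assay system: Wild-type mouse ABHD4 protein | Medium: HEPES pH 7.0 buffer, 150 mM NaCl, 0.01% Pluronic F-127 | Incubation: Enzyme–compound pre-incubation 45 min, then probe 60 min, both 25 °C | Technique: Fluorescence polarization with parallel and perpendicular emission, 525/598 nm | Evaluation: % inhibition of FP-Rh probe binding versus controls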
UHRF1 MBD2 ctr = human UHRF1 methylated DNA binding inhibitors | UHRF1 binding to methylated oligo, TR-FRET | inhibition, % at 4.4 µM | hit rate 0.75% among 370,000 | AID 687016; in the data active means inhibition above about 21%;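 further: UHRF1 SRA domain binding a hemimethylated CpG hairpin DNA probe; 0% = median of test compound wells and 100% = reference inhibitor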
PRMT1 FP inh = PRMT1 (human) inhibition, primary screen; recombinant PRMT1, activity-based probe fluorescence polarization; inhibition, % at 2.79 µM; hit rate 1.3% among 370,000; AID 652257;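 active means inhibition above about 21% made by adding two undisclosed values, limit read from the data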
Target sequence (Q99873 whole entry, looked up): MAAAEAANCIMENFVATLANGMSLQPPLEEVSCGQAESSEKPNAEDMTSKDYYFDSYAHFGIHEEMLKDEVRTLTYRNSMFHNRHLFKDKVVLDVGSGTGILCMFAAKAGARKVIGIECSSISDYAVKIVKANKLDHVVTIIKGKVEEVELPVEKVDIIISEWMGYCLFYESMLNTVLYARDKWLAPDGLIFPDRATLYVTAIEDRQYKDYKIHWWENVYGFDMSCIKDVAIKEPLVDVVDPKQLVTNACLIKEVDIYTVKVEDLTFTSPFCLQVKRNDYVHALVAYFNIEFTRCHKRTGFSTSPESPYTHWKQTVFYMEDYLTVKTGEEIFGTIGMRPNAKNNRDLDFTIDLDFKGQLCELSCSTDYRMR
rCAG binder = molecules binding r(CAG) RNA repeats | AID 651821 | r(CAG) RNA repeat, TO-PRO-1 dye displacement fluorescence | hit rate 1.3% among 370,000 | inhibition, % at 3 µM;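 active means inhibition above the plate cutoff, the mean of all test compounds on that plate plus 3 SD, cut at about 35% in these data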;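 further: 0% = DMSO alone and 100% = 100 µM mitoxantrone as full dye displacement; higher means more dye released from RNA so lower well fluorescence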
TCR-CD3 inh = human TCR-CD3 binding inhibition; TAMRA-labeled TCR probe fluorescence, biochemical; inhibition, % at 9.4 µM; hit rate 0.37% among 360,000; in the data active means inhibition above about 19%;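 further: recombinant mutant TCR 2C K166C tagged with TAMRA read by polarization; 0% = receptor in buffer alone and 100% = receptor with positive control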
NR1D1 modulator = modulators of human Rev-erb alpha DNA binding. P20393. Rev-erbα–FITC-DNA binding, fluorescence polarization, 90 min. activity, % at 10 µM. hit rate 0.79% among 370,000. AID 1259318;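 active means activity above about 14%, limit read from the data; passing the limit was not always enough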;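 further: 0% = DMSO wells with 35 nM protein and 100% = DMSO wells with 750 nM protein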
HTRA1 inhibitor = HTRA1 (human) protease inhibition; inhibition, % at 5.96 µM; hit rate 0.5% among 340,000; recombinant HTRA1, FP-rhodamine activity-based probe, fluorescence polarization; AID 504803; Q92743; in the data active means inhibition above about 36%;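 further: 0% = enzyme with DMSO and 100% = wells lacking enzyme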
LEDGF integ inh = blocks HIV-1 LEDGF/p75-dependent DNA integration; hit rate 0.64% among 370,000; inhibition, % at 3.7 µM; AID 743269; TR-FRET IN-LEDGF/p75 DNA integration, Eu/Cy5;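 active means inhibition above the screen-wide mean plus 3 SD, cut at about 13% in these data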;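 further: signal is the Cy5 over europium emission ratio at 671 and 618 nm; 0% = plate median of compound wells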
PG9 binder = binds the HIV-1 gp120 antibody PG9; TR-FRET gp120-PG9 antibody binding; hit rate 0.43% among 360,000; inhibition, % at 6.7 µM; in the data active means inhibition above about 8.5%
Numbers without * were called inactive; · = not tested or not shown. Not all compounds are listed; rates above refer to the full screens.

SMILES	MBD2 DNA inh	ABHD4 inh	UHRF1 MBD2 ctr	PRMT1 FP inh	rCAG binder	TCR-CD3 inh	NR1D1 modulator	HTRA1 inhibitor	LEDGF integ inh	PG9 binder
CCOC(=O)c1c(-c2ccc(C)cc2)csc1NC(=O)CCN1CCOCC1	-2	11	-3	3	-3	7	9	-9	3	-2.5
Cn1c(=O)[nH]c(=O)c2c1nc(Br)n2C/C=N/NC(=O)c1ccccc1	-3	1	-1	-3	0	2	-1	10	7	-0.8
O=C(NCCc1ccc(Cl)cc1)c1nnc(Cc2ccc(Cl)cc2)o1	0	0	2	-1	1	-6	0	4	-5	-1.1
CC(C)CNC(=O)c1cc2nc3c(c(C(F)(F)F)n2n1)CCc1ccccc1-3	-10	2	-2	-2	0	1	23	-1	0	1.2
O=S(=O)(c1ccc2ncn(O)c2c1)N1CCOCC1	-5	6	-2	-3	-1	3	4	3	3	1.8
COc1ccc(CCC(=O)OCC(=O)N2CCN(S(=O)(=O)c3ccc(C)cc3C)CC2)cc1	3	-7	2	3	4	-5	0	0	-2	1.0
Cc1ccc2c(c1)c1c(n2CC(O)CNC2CCCCC2)CCCC1 (stereo not given)	-2	10	5	2	16	2	1	20	7	3.1
Oc1ccccc1OCC(O)c1ccccc1 (stereo not given)	-1	3	-1	2	2	-3	-3	-9	-1	-0.4
CCC(=O)N1CCc2cc(S(=O)(=O)NC(Cc3ccccc3)C(=O)Nc3nccs3)ccc21 (stereo not given)	-3	-2	0	0	3	5	-4	-2	-2	-0.7
Cc1ccc(N(Cc2ccccc2)C(=O)c2cc(S(=O)(=O)N3CCOCC3)ccc2F)cc1	-5	4	2	6	4	1	3	-13	0	0.6
O=C(COc1ccccc1[N+](=O)[O-])Nc1cc(C(=O)O)cc(C(=O)O)c1	-2	-4	-1	5	3	-8	3	0	-3	0.9
CC(NCc1cccs1)c1ccccc1 (stereo not given)	-2	0	15	2	-1	5	-3	2	-2	-0.7
COc1ccccc1N1C(=O)C2C(C(=O)c3ccccc3)=NN(c3ccc(Br)cc3)C2C1=O (stereo not given)	-1	-13	-2	1	9	-2	66*	·	-1	13*
OCCN1CCN(c2ncnc3c2c(-c2ccccc2)cn3-c2ccc(F)cc2)CC1	0	-3	-1	2	-5	2	3	2	2	-0.8
CCCCC(=O)N(C)c1c(CC)nc2c(OCc3ccc(C#N)cc3)cccn12	-3	4	-1	8	0	-10	-5	·	-4	-0.8
N#CC1(NC(=O)COC(=O)c2ccccc2[N+](=O)[O-])CCCCC1	-3	2	-2	-3	1	3	1	1	0	0.0
CCc1c(C)[nH]c2c1C(=O)C(CN1CCOCC1)CC2 (stereo not given)	-6	2	3	5	1	-7	2	2	0	0.2
COc1nc(OC)nc(N2CCC(C(=O)NCc3ccc(F)cc3)CC2)n1	-3	-2	-2	-2	-1	5	-3	-3	6	-1.3
COc1ccc(S(=O)(=O)CCc2nc3ccccc3s2)cc1	0	0	0	0	-1	4	0	2	2	-1.4
O=C(c1ccccn1)N(CC1CCCO1)C1(C(=O)NC2CCCCC2)CCCCC1 (stereo not given)	4	1	-2	-2	-8	-4	-1	3	-2	-0.4
COc1ccc(C(C)(C)C)cc1NC(=O)COC(=O)C(C)C	1	-1	0	-1	-8	2	3	5	3	-1.4
Cc1ccc(-n2c(N)c(C(=O)N3CCOCC3)sc2=S)cc1	1	3	4	8	0	4	0	-1	2	-1.5
O=C(O)CNC(=O)C1CCCN1C(=O)CNC(=O)OCc1ccccc1 (stereo not given)	1	-1	-2	-3	-1	9	-3	13	5	-0.9
Cc1ccc(S(=O)(=O)N2CCOCC2)cc1C(=O)O	3	6	-5	-1	28	0	1	1	0	0.6
NC(=S)Nc1cccc(O)c1	0	0	2	7	-2	-1	-3	3	-5	0.6
CCc1ccc(N(C(=O)c2snc(C(N)=O)c2N)C(C(=O)NCC2CCCO2)c2ccco2)cc1 (stereo not given)	-1	-2	-2	0	-5	3	-1	3	0	-1.7
Cc1cccnc1N(C(=O)Nc1cccc(Cl)c1)C1=NCC(C)(C)S1	-1	0	4	-1	2	-4	-4	4	0	0.0
CCN(C(=O)COC(=O)/C=C/c1nc2ccccc2s1)C1CCS(=O)(=O)C1 (stereo not given)	4	7	-1	4	-3	-12	1	4	-5	-0.2
Cn1c(SCC(=O)Nc2sccc2C(N)=O)nc2ccccc2c1=O	4	-4	2	2	8	5	4	-6	-4	-2.3
Cc1cc(C)n(C(=O)c2cc(F)c(F)cc2C)n1	-3	-5	-1	1	-3	-6	3	-3	-6	-1.0
S=c1[nH]nc(CSc2nc3ccccc3s2)n1Cc1ccccc1	3	-21	7	17	19	-6	-1	-16	-5	2.0
O=C1COc2ccc(C(=O)COC(=O)CNC(=O)c3ccco3)cc2N1	-5	0	-1	1	3	5	0	6	1	-3.3
O=C(c1ccc(S(=O)(=O)N2CCOCC2)cc1)N1CCCc2ccccc21	-3	4	-3	-3	1	3	-2	-2	2	-0.5
CCN(C(=O)CSc1nncn1-c1ccccc1)C1CCS(=O)(=O)C1 (stereo not given)	-8	4	-4	-1	0	9	4	-3	-2	1.6
c1ccc(Oc2ncnc3oc(-c4ccccc4)cc23)cc1	-4	-1	-2	0	-1	-1	7	0	2	-3.1
CC(C)COc1cccc(C(=O)N(CC(=O)Nc2ccccc2C(F)(F)F)Cc2ccco2)c1	1	0	0	0	0	5	5	-19	2	-1.2
Cc1onc(-c2c(Cl)cccc2Cl)c1C(=O)N1CCOCC1	10	2	-1	-1	-2	-5	3	10	1	0.1
NC(=O)CC(NC(=O)c1ccc(Br)cc1)c1ccc(NCCc2ccc(F)cc2)c([N+](=O)[O-])c1 (stereo not given)	0	-3	-2	-2	1	2	2	-3	-2	-3.4
O=C(Nc1ccc2ccccc2c1)NC1CCCCN(Cc2ccc(Cl)cc2)C1=O (stereo not given)	2	0	2	-1	7	·	7	·	-3	·
O=C(COC(=O)[C@@H]1CCCN1S(=O)(=O)c1ccccc1F)c1ccccc1	-1	-2	2	6	-5	-4	-1	5	-4	0.7

Of the compounds above, these contain an aryl methoxy group.
SMILES	MBD2 DNA inh	ABHD4 inh	UHRF1 MBD2 ctr	PRMT1 FP inh	rCAG binder	TCR-CD3 inh	NR1D1 modulator	HTRA1 inhibitor	LEDGF integ inh	PG9 binder
COc1ccc(CCC(=O)OCC(=O)N2CCN(S(=O)(=O)c3ccc(C)cc3C)CC2)cc1	3	-7	2	3	4	-5	0	0	-2	1.0
COc1ccccc1N1C(=O)C2C(C(=O)c3ccccc3)=NN(c3ccc(Br)cc3)C2C1=O (stereo not given)	-1	-13	-2	1	9	-2	66*	·	-1	13*
COc1nc(OC)nc(N2CCC(C(=O)NCc3ccc(F)cc3)CC2)n1	-3	-2	-2	-2	-1	5	-3	-3	6	-1.3
COc1ccc(S(=O)(=O)CCc2nc3ccccc3s2)cc1	0	0	0	0	-1	4	0	2	2	-1.4
COc1ccc(C(C)(C)C)cc1NC(=O)COC(=O)C(C)C	1	-1	0	-1	-8	2	3	5	3	-1.4

The listing continues.
SMILES	MBD2 DNA inh	ABHD4 inh	UHRF1 MBD2 ctr	PRMT1 FP inh	rCAG binder	TCR-CD3 inh	NR1D1 modulator	HTRA1 inhibitor	LEDGF integ inh	PG9 binder
CSc1nnc(-c2sccc2OCc2ccc(C)cc2)n1C	8	3	2	6	-5	-4	-5	0	-3	1.2
CC(NC(=O)c1ccncc1)c1ccc(Cl)cc1Cl (stereo not given)	0	-2	3	-3	-1	-6	-8	1	2	-3.1
Cc1c(N)ccc(-n2nc3ccccc3n2)c1C	3	-5	6	-2	-3	4	5	·	4	0.0
Cc1ccc(C(=O)OCc2ccc3c(c2)OCO3)cc1S(=O)(=O)N1CCCCC1	-1	-21	3	-4	3	-2	3	-24	6	-1.5
CC(C)c1ccc(NC(=O)COc2ccc(S(=O)(=O)N3CCOCC3)cc2)cc1	3	-5	6	4	5	4	-4	-6	1	0.8
O=C(NCCN1CCCCC1)Nc1ccc(Br)cc1	-2	2	-1	-5	3	-5	-4	-1	0	-1.7
CCN(CC)CCN(C)C(=O)CCc1nnc(-c2ccc(C)s2)o1	5	-1	0	-1	-2	0	-3	9	1	-0.9
COc1cccc(OCCCN2CCCCC2)c1	0	6	-3	1	2	-5	-2	4	-3	2.4
O=C(O)CC1(CC(=O)Nc2ccc3sccc3c2)CCCCC1	1	-2	4	4	4	0	-7	·	-3	0.0
CCN(CC)Cc1nc2c(c(=O)[nH]1)C1(CCCC1)Cc1ccccc1-2	0	23	1	-2	-5	-6	-10	-9	10	-2.0
CC1(C(=O)Oc2ccccc2)Cc2ccccc2C(=O)O1 (stereo not given)	-3	-1	0	-3	-2	-4	3	11	2	-0.6
O=C(COc1cc2oc(=O)c3c(c2cc1Cl)CCC3)NCC1CCC(C(=O)O)CC1 (stereo not given)	-1	2	2	1	0	6	-5	-1	4	-1.4
CC(=O)Oc1ccc(-c2cccc(C(=O)Oc3ccccc3)c2)cc1	1	-10	1	1	3	1	5	5	-1	-1.6
CC1CN(C(=S)NC(=O)c2cccc([N+](=O)[O-])c2)CC(C)O1 (stereo not given)	0	-1	1	0	0	-1	-1	1	0	2.0
c1ccc(COc2ccc3nocc3c2)cc1	-6	-3	-1	-1	1	1	-4	-8	-2	-1.3
COC(=O)c1cccc(-n2c(C)cc(/C=C3\SC(=O)NC3=O)c2C)c1	4	6	-4	-2	27	1	-1	-6	2	-2.7
Cc1ccc2c(c1)c(C)c(C)n2CC(O)CN1CCOCC1 (stereo not given)	2	-7	0	0	1	-1	0	-10	0	-2.9
COC(=O)c1ccc(CSc2nnc(CNC(=O)COc3ccc(Cl)cc3)o2)o1	-2	-3	0	2	-8	6	2	1	0	-0.6
Cc1cc(C)n2cc(CSCC(=O)O)nc2n1	2	-3	1	0	2	3	-5	3	0	-1.3
CSc1ccc(CN(C)CC(=O)Nc2ccccc2C(=O)NC2CC2)cc1	-2	3	-2	0	0	-4	4	-7	-3	0.3
CCOc1cc(N2CCOCC2)c(OCC)cc1NC(=O)COc1cccc(CC)c1	-3	-1	1	-2	0	0	4	-4	1	-0.4
Cc1nc2c(C)cccn2c(=O)c1NC(=O)c1ccc2c(c1)OCO2	-5	1	-1	0	1	-1	0	4	2	-2.0
CCOc1ccc(CCNC(=O)c2ccc(S(=O)(=O)N3CCCC3)cc2)cc1OCC	1	3	1	2	-3	1	-5	-4	1	0.3
COc1cc(N)c(Br)cc1C(=O)O	-8	1	0	0	2	5	-8	3	0	-1.2
COC(=O)COc1ccc(S(=O)(=O)NCC2CCCO2)cc1Cl (stereo not given)	0	7	0	-1	-3	-1	6	5	-3	0.4
CC1CCN(C(=O)CSc2nnc(Cn3c(=O)sc4ccccc43)n2C)CC1	-4	0	-2	-2	-2	5	4	6	-2	0.7
O=C(COC(=O)/C=C/c1ccco1)NC1CCCCC1	-2	3	0	8	1	6	-3	0	8	-1.1
COc1ccc(-c2nc(-c3cccc(C(F)(F)F)c3)no2)cc1OC	0	4	-2	-3	2	4	-5	7	-3	-2.4
CN(C)S(=O)(=O)c1cc(NC(=O)c2cc(=O)c3ccccc3o2)ccc1Cl	-1	-23	3	-3	11	-5	-4	-31	2	0.5
CCC(=O)Nc1cc(C(F)(F)F)ccc1N1CCOCC1	3	-7	1	3	-2	-7	1	-1	-5	-0.7
O=C(CSc1nnc2ccccn12)NNC(=O)c1ccccc1	1	-6	-2	1	3	2	-6	0	0	-0.6

Screening results as filed in PubChem BioAssay.
